Hsp70 act: Hsp70 transcriptional activation, primary screen; HeLa Hsp70 promoter luciferase reporter, luminescence; scaled: vehicle 0, proteasome-inhibitor control 100%; 200,000 tested, 0.04% active; activation, % at 10 µM;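 active = activation above the mean across all tested compounds plus 3 SD, cutoff set per campaign, cut at about 5.5% in these data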;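 note: 100% = MG132 at 30 µM as the positive control and 0% = DMSO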
PMI act hi M6P: PMI (human) activation, high substrate; 190,000 tested, 0.34% active; P34949; coupled PMI enzyme assay, resazurin fluorescence, 20 min; active compounds read high; 1 = untreated enzyme, 0 = substrate-free blank; activation factor at 20 µM; AID 1216;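 active = activation factor of 2 or more at 20 µM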
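Test system: human phosphomannose isomerase with PGI, G6PDH, diaphorase coupling enzymes; amount: 15 ng/mL PMI; incubation: enzyme reaction with compound 20 min at room temperature; technique: resorufin fluorescence (Ex 544/Em 590 nm) from resazurin via diaphorase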
Diaphorase inh: inhibits diaphorase or chemically oxidizes, flagging diaphorase assay artifacts. AID 1217. 190,000 tested, 0.69% active. diaphorase resazurin-to-resorufin fluorescence, NADH, 16 min; bacterial (C. kluyveri) enzyme, not human. inhibition, % at 20 µM;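 active = primary screen inhibition at 20 µM above a set limit, cut at about 50% in these data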;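 note: plate controls were DMSO with full reaction for no effect and wells lacking NADH for full effect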
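Assay system: diaphorase enzyme from Clostridium kluyveri; Input: enzyme working solution with 0.14 U/mL diaphorase; Timing: 16 min at room temperature; Technique: resorufin fluorescence, excitation 544 nm, emission 590 nm; Benchmarks: positive control minus NADH, DMSO neutral control.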
G6PDH counter: L. mesenteroides G6PDH inhibition counter-screen. inhibition, % at 5 µM. 200,000 tested, 0.12% active. Purified L. mesenteroides G6PDH, diaphorase/resazurin coupled fluorescence, 45 min. AID 1020
S1P3 antagonist: blocks the human S1P3 receptor. Q99500. CHO S1P3 NFAT-BLA reporter, FRET fluorescence, antagonist mode. inhibition, % at 4.98 µM. 170,000 tested, 0.27% active. AID 485;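 active = inhibition above the plate cutoff, the mean inhibition of test wells on that plate plus 3 SD, cut at about 28% in these data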;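 note: cells challenged with S1P at its EC80 of 0.8 µM; blue over green emission ratio from cleaved BLA substrate after 4 h stimulation; 0% = S1P-stimulated wells and 100% = unstimulated DMSO-only wells; some compounds past the cut are filed as inactive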
Diaph act CS: counter-screen for diaphorase-based assays: diaphorase activators and chemical reducers; 190,000 tested, 0.005% active; activation factor at 20 µM; Diaphorase/resazurin coupled assay, resorufin fluorescence, 16 min; active compounds read high; 1 = vehicle wells, 0 = NADH-free wells; AID 1229;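 active = diaphorase activity raised at least twofold by the compound at 20 µM; inactive = activation factor below 2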
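Material: bacterial diaphorase enzyme (C. kluyveri); amount: enzyme 0.07 U/mL final; reagent: NADH substrate 0.114 mM plus resazurin dye 0.1 mM, final; doses: single compound dose of 20 µM, 1% DMSO final; timing: 16 min enzyme reaction, ambient temperature; measured by: fluorescence of resorufin, 544 nm excitation, 590 nm emission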
TLR4-MyD88 BLA: blocks binding of human TLR4 to MyD88. O00206+Q99836. HeLa CL3-4 TLR4/MyD88 BLA complementation, FRET ratio. inhibition, % at 8.4 µM. 200,000 tested, 0.18% active. AID 861; in the data active = inhibition above about 25%;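 note: 0% = vehicle and 100% = reference inhibitor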
Target sequence (O00206 whole entry, looked up): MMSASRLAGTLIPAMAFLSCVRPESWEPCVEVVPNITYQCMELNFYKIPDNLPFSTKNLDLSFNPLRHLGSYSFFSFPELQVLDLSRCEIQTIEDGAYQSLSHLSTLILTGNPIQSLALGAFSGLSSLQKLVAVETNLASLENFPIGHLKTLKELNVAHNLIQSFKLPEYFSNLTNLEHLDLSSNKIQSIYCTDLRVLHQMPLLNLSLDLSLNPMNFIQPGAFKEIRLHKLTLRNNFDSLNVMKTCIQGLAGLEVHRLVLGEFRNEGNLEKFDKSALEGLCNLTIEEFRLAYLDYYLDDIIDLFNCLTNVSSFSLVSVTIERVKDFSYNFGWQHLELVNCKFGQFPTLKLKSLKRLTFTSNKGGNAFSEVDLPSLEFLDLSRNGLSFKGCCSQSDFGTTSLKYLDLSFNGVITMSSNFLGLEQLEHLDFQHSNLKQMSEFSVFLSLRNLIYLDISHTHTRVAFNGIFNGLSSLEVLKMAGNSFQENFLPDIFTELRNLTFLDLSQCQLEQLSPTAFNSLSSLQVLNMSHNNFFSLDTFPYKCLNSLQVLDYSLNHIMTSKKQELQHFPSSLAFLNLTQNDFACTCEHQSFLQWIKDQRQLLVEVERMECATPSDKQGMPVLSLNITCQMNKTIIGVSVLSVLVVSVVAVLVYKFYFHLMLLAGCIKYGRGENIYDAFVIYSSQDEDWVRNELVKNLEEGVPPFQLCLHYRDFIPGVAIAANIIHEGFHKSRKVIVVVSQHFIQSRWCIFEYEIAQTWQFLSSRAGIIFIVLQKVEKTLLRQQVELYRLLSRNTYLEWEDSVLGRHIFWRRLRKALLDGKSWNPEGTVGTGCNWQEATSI
Target sequence (Q99836 whole entry, looked up): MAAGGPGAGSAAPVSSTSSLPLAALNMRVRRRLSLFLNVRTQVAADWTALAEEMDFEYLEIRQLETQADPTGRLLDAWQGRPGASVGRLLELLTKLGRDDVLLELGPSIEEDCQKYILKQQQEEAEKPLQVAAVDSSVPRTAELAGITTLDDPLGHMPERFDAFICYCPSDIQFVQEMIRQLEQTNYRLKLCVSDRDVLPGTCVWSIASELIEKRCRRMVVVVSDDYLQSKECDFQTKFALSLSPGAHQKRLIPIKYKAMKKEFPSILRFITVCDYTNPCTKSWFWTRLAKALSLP
RAM inhibit: inhibitors of the yeast RAM network | AID 868 | inhibition, % at 50 µM | S. cerevisiae dse1pr::URA3 reporter, 5-FOA growth OD615, 2 d; analog-sensitive cbk1-as2 kinase mutant strain | 190,000 tested, 1.8% active;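 active = inhibition above a set limit, 3 SD over mean compound inhibition, cut at about 8.4% in these data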;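 note: 0% = DMSO-only wells with no growth and 100% = 10 µM 1-NA-PP1 full growth; inhibition rescues growth on 5-FOA so higher OD means more RAM inhibition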
Redox H2O2 prof: compounds producing H2O2 with reducing agent – biochemical, NIH compound library profiling, artefact control for MLSCN library redox annotation, primary screen; DTT-dependent redox cycling H2O2, phenol red/HRP absorbance; 100% = 100 µM peroxide control, 0% = buffer; activation, % at 10 µM; 200,000 tested, 0.03% active; AID 878;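 active = activation of at least 50% relative to the plate's high and low controls in the primary single-dose screen; inactive = activation below 50%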;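 note: compound incubated with DTT at 0.8 mM final as the reducing agent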
PMI activator: phosphomannose isomerase (human) activation. P34949. purified human PMI, coupled resazurin fluorescence, 20 min; active compounds read high; 1 = vehicle control, 0 substrate-free wells. activation factor at 20 µM. 190,000 tested, 0.005% active. AID 1214;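 active = activation factor of 2 or more at 20 µM, relative to plate controls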
L major viab: reduces viability of Leishmania major promastigotes. resazurin fluorescence viability. inhibition, % at 10 µM. 200,000 tested, 9% active;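 note: promastigotes grown with compound for 44 hours at 28 °C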
* marks the source's active call; other numbers are inactive results; . = not tested or not shown. Cut-off read from the data, not from the text of the source, unless noted: active = inhibition above about 50%; inactive = the rest.

Values in the order: Hsp70 act	PMI act hi M6P	G6PDH counter	L major viab	PMI activator	TLR4-MyD88 BLA	S1P3 antagonist	Diaph act CS	RAM inhibit	Redox H2O2 prof	Diaphorase inh
O=S(=O)(c1ccccc1C(F)(F)F)N1CCN(S(=O)(=O)c2ccccc2C(F)(F)F)CC1
    -0.1	1	0	-1	1	-2	.	1	4.0	0.6	4
Cc1cccc(NC(=O)N2CCCC2C(=O)Nc2ccccc2)c1 (stereo not drawn)
    -0.4	1	11	3	0.9	-2	4	0.9	-0.2	-0.8	13
CC(=O)c1cn(CC(=O)Nc2ccc(C)cc2)c2ccccc12
    -0.3	1.1	2	-2	1.1	10	.	0.9	6.3	0.0	6
O=C(NCc1nc2ccccc2[nH]1)c1cccc(S(=O)(=O)N2CCCCC2)c1
    -0.2	1.2	4	-2	1.2	-14	-18	0.9	1.3	-1.8	9
CCc1nc2oc3cc(OC)ccc3c(=O)c2c(=O)n1Cc1ccccc1
    -0.6	0.9	4	95*	0.9	7	.	0.9	0.0	0.1	12
CCN(C(=O)COC(=O)c1ccc2c(=O)n3c(nc2c1)CCC3)C1CCS(=O)(=O)C1 (stereo not drawn)
    0.0	0.9	-6	2	1.1	-2	-6	1	0.5	-1.6	5
Cc1ccc(C23CC4CC(CC(C(=O)N5CCOCC5)(C4)C2)C3)cc1
    -0.2	1	3	9	1	-5	.	0.9	-0.2	0.1	11
O=C(Nc1ccccc1N1CCCC1)c1ccc(Br)o1
    -0.4	2.1*	9	2	1.6	12	-1	1	-0.9	-0.1	0
C=CCC(CC=C)(NC(=O)c1cccc(C)c1)c1ccccc1
    -0.4	1.1	10	68*	0.9	-3	-6	1	2.3	-0.1	-4
C#CC[N+](C)(C)C(C#Cc1ccccc1)CC=C (stereo not drawn)
    -0.4	1	-1	2	1	-7	.	1	2.3	-6.9	0
Cc1ccccc1OCC(O)CN1CCN(c2ccccn2)CC1 (stereo not drawn)
    -0.2	1.2	10	4	1.1	-1	-6	1	2.5	-0.9	1
O=C(CSc1nc(Nc2ccccc2)nc(N2CCOCC2)n1)N1CCCC1
    -0.2	1	-1	6	1	-3	0	0.9	0.7	3.5	6
Clc1cccc(CSc2nc3ccncc3[nH]2)c1
    0.0	1	3	2	1.1	-9	.	0.9	1.5	-1.9	11
CCOC(=O)c1[nH]c(=O)[nH]c1CSCCO
    -0.7	1.1	-1	-5	1	2	.	1	1.1	0.1	3
CN1C(=O)/C(=C2/C=CC=CN2C)OC1=S
    0.0	0.7	9	3	0.6	2	-2	0.9	2.2	1.5	14
Cn1c(SCc2ccc([N+](=O)[O-])cc2)nc2c(c1=O)SCC2
    -0.1	1	-4	13	1.1	-8	-12	0.9	2.2	-0.7	8
COc1ccc(CN2C(=O)c3ccccc3C2C(=O)NC2CCCCCC2)c(OC)c1 (stereo not drawn)
    -0.1	1	1	18	0.9	-1	5	0.9	3.7	-0.8	6
COc1ccc(N2CCN(CCC3Oc4cc([N+](=O)[O-])ccc4NC3=O)CC2)cc1 (stereo not drawn)
    0.0	0.6	12	0	0.7	-13	-2	0.7	0.6	1.3	33
O=C(COC(=O)c1ccccc1NS(=O)(=O)c1cccs1)NCC12CC3CC(CC(C3)C1)C2
    -0.1	1	2	37	0.8	1	8	0.8	5.0	0.0	18
Cc1nc2ccc(S(=O)(=O)NCC(=O)Nc3cccc(F)c3)cc2s1
    -0.4	0.9	2	-2	1.1	-2	-6	0.9	1.6	-0.5	8
CNC(=S)N(CCc1c(C)[nH]c2ccc(C)cc12)Cc1cc(OC)c(OC)c(OC)c1
    -0.1	0.9	15	17	0.9	3	-1	0.8	4.3	-0.2	21
Cc1nc2ncnn2c(C)c1Cc1c(Cl)cccc1Cl
    -0.5	0.9	8	6	0.9	-3	.	0.8	-0.7	0.2	16
Cc1ccc(N2CC(C(=O)NCc3ccc(C)n3C)CC2=O)cc1 (stereo not drawn)
    -0.4	0.8	2	-7	1	-2	-13	1.1	0.9	-0.8	-5
Cc1sc2ncn(CC(=O)NCCc3ccccc3)c(=O)c2c1C
    -0.7	1.1	5	-10	1	8	.	1.1	1.3	0.0	-7
COC(=O)c1sc(S(=O)(=O)NCc2cccs2)c(C(=O)OC)c1C
    -0.1	0.9	23	4	0.9	18	8	0.9	0.8	0.4	6
CCc1nnc(NC(=O)CSc2nccn2-c2ccccc2)s1
    -0.2	0.9	1	-6	1	-22	3	1	1.2	0.6	3
O=C(NCCCO)C(=O)NCc1ccncc1
    0.1	1.1	4	5	1.1	2	-17	1	2.9	0.0	1
NC(=O)N[C@@H](Cc1c[nH]c2ccccc12)C(=O)OCC(=O)N1CCCCC1
    -0.4	1	7	-1	1.1	-9	-17	0.9	0.6	-2.9	8
CCN(C)c1ccc(/C=N\n2nnnc2N)cc1
    -0.2	1	4	-2	1	6	3	1	1.2	2.4	4
Cc1ccsc1-c1nc(CN2CCCC2c2ccc(F)cc2)c(C)o1 (stereo not drawn)
    -0.2	0.9	4	14	0.9	-6	0	0.9	1.8	-0.5	5

Following part.
Values in the order: Hsp70 act	PMI act hi M6P	G6PDH counter	L major viab	PMI activator	TLR4-MyD88 BLA	S1P3 antagonist	Diaph act CS	RAM inhibit	Redox H2O2 prof	Diaphorase inh
Cc1c(CN(C)C(=O)c2sc3cc(Cl)ccc3c2Cl)cnn1C
    0.0	0.9	4	9	0.9	4	.	0.9	-1.9	-0.7	14
CCOc1ccc(NC(=S)NCCN2CCN(Cc3ccccc3)CC2)cc1
    -0.3	1	8	12	1	-5	-16	0.9	2.2	-0.4	14
CCCN(CC(=O)Nc1ccc(C(N)=O)cc1)CC(=O)Nc1ccc(Cl)cc1Cl
    -0.3	1	-16	-3	0.8	-3	1	0.9	3.4	0.3	6
CC(C)CN(C(=O)C(c1ccccc1)c1ccccc1)c1c(N)n(CC(C)C)c(=O)[nH]c1=O
    0.2	1.1	0	-8	1	-12	-24	1.1	2.8	0.1	-12
CC1(C)CC(=O)C2=C(C1)OC1=C(C(=O)CC(C)(C)C1)C2c1ccccc1
    -0.6	1	4	45	1	-8	.	0.9	1.1	1.8	5
Cc1ccccc1CN1CCNC(=O)C1CC(=O)O (stereo not drawn)
    -0.1	1.4	-12	-7	1.2	-7	-3	0.9	0.8	-0.2	13
COc1ccc(/C=N/NC(=O)CNC(=O)c2ccc3c(c2)OCCO3)cc1OC
    -0.2	1	5	31	0.9	13	2	0.9	0.9	0.2	10
CN(Cc1ccccc1)C(=O)CCC(=O)N(C)Cc1ccccc1
    1.0	1	-1	-5	1.1	-2	-28	0.8	0.0	-0.3	15
Nc1nc2ccc(S(=O)(=O)c3ccc4nc(N)sc4c3)cc2s1
    0.5	1	17	-11	1	3	-20	0.9	2.4	4.4	12
COc1ccc(S(=O)(=O)N(CC(=O)Nc2cc(C)on2)Cc2ccccc2)cc1
    -0.4	0.9	9	-2	0.9	-23	6	0.8	1.4	0.5	18
CC1CC(C)(C)NC(=S)N1CCC(=O)N1CCc2ccccc2C1 (stereo not drawn)
    -0.1	0.9	8	3	1	-2	0	0.9	0.5	0.5	10
COC(=O)c1cccc(C(=O)Nc2ccc(F)cc2)n1
    0.1	1	-3	-2	0.9	-15	.	1	3.5	2.7	3
O=[N+]([O-])c1ccc(CN2CCCCCC2)s1
    -0.3	0.8	16	7	0.8	11	-1	0.9	-1.4	0.4	14
CCSc1ncnc2sc3c(c12)CCC3
    0.2	1	4	3	1	7	.	0.9	0.0	0.3	12
CC(CC(=O)NCc1cccnc1)c1ccccc1 (stereo not drawn)
    -0.2	1.1	4	-3	1.1	13	.	1.1	-0.6	-0.8	-7
COc1cc(OC)c(C2=NOC(C(=O)Nc3ccc4c(c3)OCO4)C2)cc1Cl (stereo not drawn)
    -0.1	0.7	5	32	0.8	9	-23	0.7	1.3	-1.9	30
COc1ccccc1/C=C\C=N\NC(=O)c1ccco1
    0.3	1	-1	-1	1	2	-6	0.9	0.4	-0.9	13
COc1ccccc1CN(C(=O)Cc1cccs1)C(C(=O)NC1CCCC1)c1ccncc1 (stereo not drawn)
    -0.1	1	6	18	1	7	.	1	2.9	0.9	4
Cc1cccc(N2C(=O)C3C(c4ccccc4)OC4(C(=O)c5ccccc5C4=O)C3C2=O)c1 (stereo not drawn)
    -0.2	1	4	-6	1	4	.	1	11*	2.0	1
COC(=O)/C(C#N)=C1/C=Cc2ccccc2N1C
    -0.5	1	6	-5	1.1	14	.	0.9	2.0	-0.8	8
COc1ccccc1CNC(=O)c1csc2c1CCCC2
    -0.3	1	5	-6	1	6	12	0.8	-0.7	-0.2	17
O=C(NC(=S)Nc1ccc(CN2CCOCC2)cc1)c1ccc([N+](=O)[O-])cc1
    -0.2	0.9	2	11	0.9	14	1	0.8	1.0	0.6	16
FC(F)Sc1ccc(NC(=S)NC2CCC(NC(=S)Nc3ccc(SC(F)F)cc3)CC2)cc1 (stereo not drawn)
    -0.2	1	3	4	1	9	.	1	5.7	-0.3	0
S=C(Nc1ccccc1Cl)N(Cc1ccccc1)Cc1cccnc1
    -0.3	1	4	91*	1	-2	-9	0.8	2.0	-1.0	16
C/C(=N/NS(=O)(=O)c1ccc(Br)cc1)c1ccc(C)o1
    -0.1	1.1	8	-3	1.1	-3	9	1.1	-0.4	0.2	-5
O=C(CSc1cc([N+](=O)[O-])cc(S(=O)(=O)Cc2ccccc2)c1)NC1CC1
    -0.1	1.2	1	10	1.2	-2	16	0.8	4.8	-0.1	15
Cc1cccc(-n2c(SCC(=O)N3CCCC3)nc3n[nH]c(C)c3c2=N)c1
    -0.5	0.9	9	4	1	8	.	0.3	5.5	-4.1	68*

Full records, quoted from the list.
`CC(CC(=O)NCc1cccnc1)c1ccccc1` (stereo not drawn) reads Hsp70 act = -0.2; PMI act hi M6P = 1.1; G6PDH counter = 4; L major viab = -3; PMI activator = 1.1; TLR4-MyD88 BLA = 13; S1P3 antagonist = .; Diaph act CS = 1.1; RAM inhibit = -0.6; Redox H2O2 prof = -0.8; Diaphorase inh = -7
`Cc1cccc(N2C(=O)C3C(c4ccccc4)OC4(C(=O)c5ccccc5C4=O)C3C2=O)c1` (stereo not drawn) reads Hsp70 act = -0.2; PMI act hi M6P = 1; G6PDH counter = 4; L major viab = -6; PMI activator = 1; TLR4-MyD88 BLA = 4; S1P3 antagonist = .; Diaph act CS = 1; RAM inhibit = 11*; Redox H2O2 prof = 2.0; Diaphorase inh = 1
